RORg inh: blocks mouse ROR gamma transcriptional activity | AID 2551 | Drosophila S2 Gal4-RORgamma UAS-luciferase reporter, 20 h | Potency, µM (top dose mostly 53.6 µM), inactives show top-dose activity change, negative = inhibition, hits mostly inhibitors | 310,000 tested, 5.4% active | P51450; also: potency is read from the fitted curve at half-maximal effect; % is scaled to controls: 0 for no effect and ±100 for the full control effect; nearly all actives have a fitted effect of over 60% in size
Target sequence (P51450 whole entry, looked up, the tested form may be a part): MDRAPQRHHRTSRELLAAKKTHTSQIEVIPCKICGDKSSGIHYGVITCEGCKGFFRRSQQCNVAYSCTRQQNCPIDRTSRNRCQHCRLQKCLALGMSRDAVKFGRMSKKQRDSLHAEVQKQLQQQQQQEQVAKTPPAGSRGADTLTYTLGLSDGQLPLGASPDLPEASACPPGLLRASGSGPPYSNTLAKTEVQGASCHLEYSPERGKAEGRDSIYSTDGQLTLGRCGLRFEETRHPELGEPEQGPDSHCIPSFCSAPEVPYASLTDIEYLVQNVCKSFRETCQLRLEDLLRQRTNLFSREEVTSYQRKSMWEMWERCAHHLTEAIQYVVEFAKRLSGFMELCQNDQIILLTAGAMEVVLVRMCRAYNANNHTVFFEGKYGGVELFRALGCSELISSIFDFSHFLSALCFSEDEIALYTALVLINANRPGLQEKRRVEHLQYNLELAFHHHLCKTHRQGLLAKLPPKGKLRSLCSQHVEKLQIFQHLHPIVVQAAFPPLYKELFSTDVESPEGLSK
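Stable Schneider cell line, Gal4 DNA-binding domain fused to ROR gamma, UAS-luciferase. Cmpd 1 hr RT → CuSO4 700 uM final → 20 hr RT → luciferase reagent 10 min → luminescence.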
Mito fusion yeast: inhibitors of mitochondrial division or activators of mitochondrial fusion | S. cerevisiae fusion-defective mutant growth rescue, CellTiterGlo 48 h | Potency, µM (titrated, usually from 46.1 µM), for inactives: top-dose growth rescue (activation), actives largely listed as activators | 320,000 tested, 0.23% active;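 also: potency is read from the fitted curve at half-maximal effect; % of control where 0% means no effect; nearly all actives have a fitted effect of over 45% in size; temperature-sensitive fusion mutants such as fzo1-1 at 37 °C on non-fermentable ethanol glycerol medium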
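Yeast fusion mutant, YPEG (non-fermentable carbon), compound, 48 h at 37C non-permissive; CellTiterGlo added, 10 min RT, luminescence read. Rescued growth = division inhibition.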
Rab9 prom act: activates the Rab9 promoter; Huh7 Rab9 promoter-luciferase reporter, luminescence, 24 h; Potency, µM (highest dose often 9.22 µM), for the others: top-dose activation, negative = inhibition, actives largely listed as activators; 320,000 tested, 2.8% active; also: potency is read from the fitted curve at half-maximal effect; % of control where 0% means no effect; nearly all actives have a fitted effect of over 60% in size
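Huh7 reporter line, Rab9 promoter upstream of luciferase. Compound exposure 24 h at 37 °C in reduced-serum medium with 10% FBS. Read-out: luminescence.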
ELG1 repair inh: blocks ELG1-dependent DNA repair in HEK293T cells | HEK293T ELG1-luciferase reporter, luminescence, 16 h; DNA damage induced by 5-fluorouridine | Potency, µM (top dose mostly 46.1 µM), without a hit: top-dose activity change, negative = inhibition, actives largely listed as inhibitors | 330,000 tested, 2.3% active | AID 504467; also: potency is read from the fitted curve at half-maximal effect; % is scaled to controls: 0 for no effect and ±100 for the full control effect; nearly all actives have a fitted effect of over 55% in size
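Overnight (16 hr) co-exposure of 2,000 cells/well to 5-fluorouridine and compound at 37 °C preceded detection. Luciferase was quantified via ONE-Glo luminescence; loss of signal denotes inhibition.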
FLuc modulator: counter-screen for miR-21 project: firefly luciferase inhibitors or activators; purified FLuc, Km substrates, luminescence inhibition; AID 588342; Potency, µM (titrated, usually from 57.5 µM), for the others: top-dose activity change, negative = inhibition, usual class: inhibitors; 360,000 tested, 6.9% active;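 also: potency is read from the fitted curve at half-maximal effect; plate controls were vehicle for no effect and reference inhibitor for full effect; nearly all actives have a fitted effect of over 55% in size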
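Biochemical qHTS of compounds, final roughly 60 µM downward over six points, against 10 nM purified firefly luciferase using Km concentrations of substrates (10 uM D-luciferin, 10 uM ATP) in Tris acetate pH 7.5 buffer; luminescence output.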
PKM2 act: activators of human pyruvate kinase M2; P14618; purified PKM2, Kinase-Glo ATP luminescence, activation; response scale: 0% is enzyme alone, no compound; Potency, µM (highest dose often 57.5 µM), without a hit: top-dose activation, hits mostly activators; 260,000 tested, 0.34% active; also: potency is read from the fitted curve at half-maximal effect; % is scaled to controls: 0 for no effect and ±100 for the full control effect; nearly all actives have a fitted effect of over 55% in size
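hPK-M2, >95% pure; 0.1 mM ADP / 0.5 mM PEP final; imidazole pH7.2 buffer w/ 7 mM MgCl2, 50 mM KCl; 1 h RT; Kinase-Glo lum. Intermediate enzyme activity for dual inhibitor/activator qHTS.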
NPC1 prom act: activates the NPC1 promoter. Huh7 NPC1 promoter luciferase reporter, 24 h. Potency, µM (doses to about 9.22 µM), without a hit: at the top dose activation, usual class: activators. 320,000 tested, 2.4% active;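 also: potency is read from the fitted curve at half-maximal effect; % of control where 0% means no effect; nearly all actives have a fitted effect of over 60% in size; reporter is driven by a mutant NPC1 promoter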
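In 1536-well qHTS, Huh7 cells harboring an NPC1 promoter–luciferase construct received compound for 24 h; activation was quantified by luminescence following luciferase reagent addition.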
KCNH2 3.1 block: inhibitors of human KCNH2 3.1 potassium channel isoform | AID 720553 | 340,000 tested, 0.95% active | U2OS KCNH2 3.1, thallium flux FluxOr; hits give low values | activity change, % (tested at about 1.8 µM);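 active = maximum activity change below -70%; inconclusive = maximum activity change from -70% to -50%; inactive = maximum activity change above -50%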;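 also: thallium influx rate constant from kinetic fluorescence after stimulation buffer; % is scaled to controls: 0 for no effect and ±100 for the full control effect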
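Channel expression came from 3.1 mutant virus (1.77 x 10^8 /mL) applied to suspended U2OS cells for 4 h. Flux was tracked with FluxOr dye plus Red40 quencher, and kinetic rate constants normalized to controls.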
Menin-MLL TR inh: menin-MLL binding inhibition, Texas Red mutant peptide; O00255; Menin + Texas Red MLL mutant peptide, fluorescence polarization; Potency, µM (highest dose often 61.6 µM), inactives show at the highest dose FP activity change, negative = inhibition, most hits filed as inhibitors; 270,000 tested, 0.23% active; active = well fitted inhibition curve with a large enough effect in the polarisation, with a control signal flat, not every such curve was filed as active; inconclusive = small, poorly fitted or top-dose-only effect, or effect the other way, or a change in a side signal; inactive = no such curve, though single readings can be large or run the other way; the % refers to the polarisation; also: potency is read from the fitted curve at half-maximal effect; % of control where 0% means no effect; many of its hits are not listed in these tables
Target sequence (O00255 whole entry, looked up): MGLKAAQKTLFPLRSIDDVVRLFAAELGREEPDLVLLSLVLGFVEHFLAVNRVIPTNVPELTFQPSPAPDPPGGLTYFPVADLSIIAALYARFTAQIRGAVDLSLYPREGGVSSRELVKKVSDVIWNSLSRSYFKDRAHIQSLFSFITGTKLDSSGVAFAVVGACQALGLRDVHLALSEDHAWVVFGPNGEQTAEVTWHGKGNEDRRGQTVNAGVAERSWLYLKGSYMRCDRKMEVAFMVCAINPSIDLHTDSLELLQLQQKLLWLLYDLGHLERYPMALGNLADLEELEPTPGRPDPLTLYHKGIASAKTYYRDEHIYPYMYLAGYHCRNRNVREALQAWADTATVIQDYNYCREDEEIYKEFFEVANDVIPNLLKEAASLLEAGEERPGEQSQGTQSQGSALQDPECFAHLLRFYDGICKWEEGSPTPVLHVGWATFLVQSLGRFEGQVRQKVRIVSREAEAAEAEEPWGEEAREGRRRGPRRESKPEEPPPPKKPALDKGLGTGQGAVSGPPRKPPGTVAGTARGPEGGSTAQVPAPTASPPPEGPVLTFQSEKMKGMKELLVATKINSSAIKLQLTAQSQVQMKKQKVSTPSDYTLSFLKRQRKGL
VP16 counter: Gal4-VP16 reporter inhibition counter-screen. 310,000 tested, 3.5% active. Potency, µM (highest dose often 53.6 µM), without a hit: at the top dose activity, negative = inhibition, most hits filed as inhibitors. Drosophila S2 Gal4-VP16 UAS-luciferase, luminescence, 20 h;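 also: Gal4-VP16 expression switched on by copper sulfate through the metallothionein promoter; potency is read from the fitted curve at half-maximal effect; % is scaled to controls: 0 for no effect and ±100 for the full control effect; nearly all actives have a fitted effect of over 50% in size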
MBNL1-CUG inh: MBNL1-poly(CUG) RNA binding inhibition; TR-FRET MBNL1-His/biotin-(CUG)12 binding, 665/545 ratio; Potency, µM (doses to about 57.5 µM), for inactives: top-dose activity change, negative = inhibition, actives largely listed as inhibitors; 280,000 tested, 0.036% active; AID 2675; Q9NR56; active = well fitted inhibition curve with a large enough effect in the signal ratio, with a control signal flat, not every such curve was filed as active; inconclusive = small, poorly fitted or top-dose-only effect, or effect the other way, or a change in a side signal; inactive = no such curve, though single readings can be large or run the other way; the % refers to the signal ratio; also: potency is read from the fitted curve at half-maximal effect; % is scaled to controls: 0 for no effect and ±100 for the full control effect
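Compound titration spanned 92 nM–58 uM against the MBNL1-His/biotin-(CUG)12 complex. After 60 min at room temperature with 5 nM streptavidin-XL665 and 0.055 ng/ul terbium anti-His, ratiometric 665/545 nm emission (Ex 340 nm) normalized to controls.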
Numbers without * were called inactive; ? = inconclusive; . = not tested or not shown; & = joins results of further samples; [ ] = dose if it differs, or a comment. Unless noted, calls follow the shape of the dose curve; as a rule, active = well fitted curve in the direction sought with a large enough effect; inconclusive = small, poorly fitted or top-dose-only effect, or another doubt; inactive = no such curve, though single readings can be large; an effect the other way counts as inactive or inconclusive. This is a subset. The share of hits here may be higher or lower than overall.

SMILES	RORg inh	Mito fusion yeast	Rab9 prom act	ELG1 repair inh	FLuc modulator	PKM2 act	NPC1 prom act	KCNH2 3.1 block	Menin-MLL TR inh	VP16 counter	MBNL1-CUG inh
COCC(C)n1c(C)cc(C(=O)COC(=O)c2ccc3ncsc3c2)c1C (stereo unspecified)	15%	5%	15%	16%	17µM*	1%	1%	-7	-21%	8%	2%
CCc1nc2ccc(C(=O)NCCc3ccc(OC)c(OC)c3)cc2nc1CC	3%	11%	-2%	-13%	-2%&5%	-5%	3%	-6	4%	2%	18%
COc1cccc(CNC(=O)CSCC(=O)Nc2cc(C)on2)c1	.	-4%	-5%	18%	2%	.	-4%	1	.	.	.
CCN(CC)CCNC(=O)C(C)c1nn(CC)c(=O)c2ccccc12 (stereo unspecified)	5%	0%	-6%	3%	1%	13%	1%	0	1%	-3%	-10%
CCc1nnc(NC(=O)[C@@H](NC(=O)c2ccc(C(C)(C)C)cc2)C(C)C)s1	?	14%	-1%	-10%	-17%	-5%	-4%	-3	-18%	-9%	-18%
Cc1cccc(OCC(O)Cn2c(NCc3cccnc3)nc3c2c(=O)[nH]c(=O)n3C)c1 (stereo unspecified)	-2%	0%	1%	2%	2%	-7%	-1%	-5	?	-7%	7%
COc1ccc(S(=O)(=O)N(C)C2CCS(=O)(=O)C2)cc1OC (stereo unspecified)	1%	3%	0%	9%	1%	-3%	-1%	-8	-19%	-2%	-1%
CC1(C)CC(=O)C(/C=N/n2cnc3ccccc3c2=O)=C(O)C1	0%	1%	3%	13%	1%	1%	-4%	-1	4%	7%	9%
COC(=O)c1sc(=S)n(-c2ccccc2OC)c1N	23%	-3%	-2%	26%	3%	-7%	4%	-1	?	-9%	?
CCCCN1CC(=O)N2Cc3[nH]c4ccccc4c3C[C@H]2C1=O	-5%	6%	-3%	3%	0%	.	-2%	39	12%	2%	-5%
Cc1cnc(NC(=O)CCCc2nc3ccccc3s2)s1	-37%	-1%	-26%	?	?	?	-15%	-5	12%	-1%	-11%
Cc1ccccc1C(=O)N1CCC(C(=O)Nc2ccc(S(=O)(=O)N3CCCC3)cc2)CC1	32%	1%	-6%	?	0%	1%	0%	10	8%	1%	-7%
Cc1ccsc1C(=O)Nc1cccc(S(=O)(=O)N(C)C)c1	26%	-2%	3%	3%	-4%	-3%	-2%	-8	11%	-16%	63%[activator]
Cc1cc2cc3c(cc2nc1SCC(=O)N1CCN(C(=O)c2ccco2)CC1)OCO3	38%	-1%	-5%	?	3%	?	2%	-3	0%	-1%	-7%
CC(C)[C@H](NC(=O)OCc1ccccc1)C(=O)OCC(=O)NC1(C#N)CCCC1	-7%	4%	-38%[inhibitor]	2%	2%	1%	1%	-11	0%	2%	-11%
CC(=O)Nc1ccc(NC(=O)CCC(=O)OCC(=O)c2ccc(F)cc2)cc1	-16%	-1%	0%	1%	1%	.	-4%	8	.	-4%	5%
O=C(O)CCC(=O)Nc1ccccc1C(=O)NCc1ccco1	?	1%	-6%	?	-3%	-11%	-2%	-8	-11%	0%	-29%
O=C(CCS(=O)(=O)c1cccc2nsnc12)N1CCN(C(=O)c2ccco2)CC1	-1%[0.365 µM]	5%	1%	3%	0%	16%	-6%	-6	-15%	.	?
Cc1[nH]c2ccccc2c1C(=O)C(=O)NCCCn1ccnc1	14%	10%	1%	-17%	-3%	-5%	2%	-9	11%	-4%	-2%
O=C(COc1ccccc1[N+](=O)[O-])N/N=C/c1ccncc1	-10%	4%	16%	-5%	6%	-1%	14%	-2	-5%	5%	?
CCN(CC)C(=O)CSc1n[nH]c(=S)n1N	-7%	-1%	18%	?	2%	-1%	3%	-1	.	4%	.
CCOc1cc(C(=O)NCCN2C(=O)S/C(=C\c3cccnc3)C2=O)cc(OCC)c1OCC	18%	-1%	-1%	18µM*	2%	18µM*	-2%	2	5%	22%	25%
O=C(N/N=C/c1c[nH]c2ccc(Br)cc12)c1ccncc1	13µM*	7%	-1%	2%	3%	0%	4%	6	-7%	?	-5%
C=CCCC(=O)N1CCC(CCC(=O)NC2CC2)CC1	0%	-4%	5%	20%	0%	.	1%	11	16%	-5%	-5%
COc1cc(C(=O)NC(=S)Nc2ccc([N+](=O)[O-])cc2)cc(OC)c1OC	-11%	-8%	-5%	6%	-2%	-3%	-3%	0	-12%	-16%	5%
(next part)
SMILES	RORg inh	Mito fusion yeast	Rab9 prom act	ELG1 repair inh	FLuc modulator	PKM2 act	NPC1 prom act	KCNH2 3.1 block	Menin-MLL TR inh	VP16 counter	MBNL1-CUG inh
O=C(C1CC(=O)N(c2ccc3c(c2)OCCO3)C1)N1CCN(c2ccccc2O)CC1 (stereo unspecified)	-3%	-1%	-3%	-3%	10%	0%	-9%	1	.	-3%	-5%
CCCC(=O)Oc1ccc(N(C(=O)CCC)S(=O)(=O)c2cccc([N+](=O)[O-])c2)cc1	18%	-1%	2%	0%	1%	0%	-3%	8	-19%	-1%	.
CN(C(=O)c1ccc2c(c1)OCO2)C1CCS(=O)(=O)C1 (stereo unspecified)	.	0%	-3%	14%	-1%	.	1%	-1	.	.	.
O=C(c1ccc(S(=O)(=O)N2CCOCC2)cc1)N1CCN(c2ccccn2)CC1	15%	0%	-6%	-15%	6%	1%	1%	-3	11%	-7%	0%
Cc1cnc(C(=O)Oc2ccc(-c3ccccc3)cc2)cn1	20%	2%	0%	22%	?	3%	0%	3	?	-11%	3%
CCOC(=O)Cn1ccc(NC(=O)c2ccc(F)cc2)n1	-2%	0%	6%	19%	?	.	1%	7	-11%	8%	-4%
Cc1ccc2c(c1)C(=O)C(=O)N2CC(=O)OC(C)C	1%	1%	-9%	-2%	5%	4%	2%	5	-27%	14%	?
O=C(CCCCCn1c(=S)[nH]c2cc3c(cc2c1=O)OCO3)N1CCN(c2ccc(F)cc2)CC1	4.5µM*	-1%	-4%	3%	2%	.	-3%	-5	.	?	27%
COc1ccccc1/C=N/N1C(=O)C(CC(=O)Nc2ccc([N+](=O)[O-])cc2OC)SC1=Nc1cccc(C)c1C (stereo unspecified)	?	-3%	-21%	5.8µM*	0%	-5%	-13%	.	11%	-3%	3%
COc1ccc(OCC(=O)NC(=S)Nc2ccc3c4c(cccc24)CC3)cc1	?	0%	-6%	-6%	4%	4%	2%	.	6%	?	72%[activator]
CC(C)CN(C(=O)COC(=O)c1ccc(Cl)nc1)c1c(N)n(Cc2ccccc2)c(=O)[nH]c1=O	.	4%	-3%	-7%	-1%	.	0%	-17	.	.	.
COc1ccc(CNc2nc(-c3cccnc3)nn2C(=O)CC(C)C)cc1	18%	2%	1%	1%	0%	23%	-5%	-7	?	-17%	-4%
O=C(c1cccs1)N1N=C(c2ccccc2)CC1c1ccccc1 (stereo unspecified)	-5%	?	-8%	-2%	-2%	3%	-3%	-19	0%	-11%[0.365 µM]	2%
O=C(Nc1ccccc1F)C(=O)Nc1cccc2ccccc12	?	-1%	2.8µM*	?	?	1%	?	11	?	-2%	-3%
Cc1ccc(S(=O)(=O)N2CCOCC2)cc1C(=O)OCC(=O)NCc1ccccc1	.	1%	1%	0%	-6%	.	1%	7	.	.	.
CCN(Cc1ccccc1)C(c1ccccn1)c1nnnn1C1CCCCC1 (stereo unspecified)	-9%	?	-4%	-1%	-3%	5%	-1%	-12	-13%	-6%	-12%
COc1ccc(C2=NOC(C(=O)Nc3cc(C)on3)C2)cc1OC (stereo unspecified)	20%	-1%	-3%	?	-5%	3.5µM*	0%	-2	.	0%	7%
CCOC(=O)c1c(NC(=O)CSc2nnc(CNc3ccc(Cl)cc3)o2)sc(C)c1C	-12%	-2%	-3%	-25%	3%	-4%	-2%	5	-16%	5%	-2%
COc1ccccc1-c1coc2c(CN3CCC(C)CC3)c(O)ccc2c1=O	18%	-3%	1%	3%	-5%	2%	0%	15	-11%	0%	9%
Cn1c(=O)oc2cc(S(=O)(=O)NCCC(=O)Nc3ccc4c(c3)OCCO4)ccc21	-13%	-1%	-2%	?	2%	3%	2%	0	2%	1%	-6%
